Assay outcomes as filed in PubChem.
Akt phos inh = Akt phosphorylation inhibition; activity change, % for hits at 50 µM; Neuro2A IGF-stimulated pAkt S473 HTRF, 20 min; hits give low values; AID 651550; actives 0.32% (n = 360,000); in the data active means activity change below about -80%; inconclusive means mostly about -51% to -80%; further: on the % scale 0 is the no-effect control and ±100 the full control effect
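Neuro2A cells (4,500/well, DMEM with 0.5% FBS) were treated with compound at a single 50 µM final concentration, stimulated with 6 nM IGF for 20 min at 37 °C, and lysed. Phospho-Akt Ser473 was read by HTRF as 665/615 ratio ×10^4.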
D3 antag = antagonists of human D3 dopamine receptor | D3R cells, DiscoveRx beta-arrestin luminescence, antagonist mode; hits give low values | P35462 | max response, negative = inhibition, % | AID 652054 | actives 2.5% (n = 360,000); in the data active means max response below about -50%; inconclusive means no clear call, values can overlap the other calls; further: on the % scale 0 is the no-effect control and ±100 the full control effect; mostly tested at two doses, the higher about 12 µM
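Cells plated overnight at 1500 cells/well, then exposed to library compounds with dopamine controls for 90 minutes at 37 degrees C. DiscoveRx reagent added for 30–60 minutes at room temperature; luminescence read, quantitative HTS format.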
EPAC2 antag = antagonists of human EPAC2 | Q8WZA2 | EPAC2 GEF exchange of Rap1B-BODIPY-GDP, fluorescence | Potency, µM (highest dose often 114 µM), inactives show top-dose activity, negative = inhibition, actives largely listed as inhibitors | actives 0.18% (n = 360,000); further: potency means the concentration at half of the fitted maximal effect; on the % scale 0 is the no-effect control and ±100 the full control effect; nearly all actives have a fitted effect of over 45% in size; many of its hits are not listed in these tables
Target sequence (Q8WZA2 whole entry, looked up): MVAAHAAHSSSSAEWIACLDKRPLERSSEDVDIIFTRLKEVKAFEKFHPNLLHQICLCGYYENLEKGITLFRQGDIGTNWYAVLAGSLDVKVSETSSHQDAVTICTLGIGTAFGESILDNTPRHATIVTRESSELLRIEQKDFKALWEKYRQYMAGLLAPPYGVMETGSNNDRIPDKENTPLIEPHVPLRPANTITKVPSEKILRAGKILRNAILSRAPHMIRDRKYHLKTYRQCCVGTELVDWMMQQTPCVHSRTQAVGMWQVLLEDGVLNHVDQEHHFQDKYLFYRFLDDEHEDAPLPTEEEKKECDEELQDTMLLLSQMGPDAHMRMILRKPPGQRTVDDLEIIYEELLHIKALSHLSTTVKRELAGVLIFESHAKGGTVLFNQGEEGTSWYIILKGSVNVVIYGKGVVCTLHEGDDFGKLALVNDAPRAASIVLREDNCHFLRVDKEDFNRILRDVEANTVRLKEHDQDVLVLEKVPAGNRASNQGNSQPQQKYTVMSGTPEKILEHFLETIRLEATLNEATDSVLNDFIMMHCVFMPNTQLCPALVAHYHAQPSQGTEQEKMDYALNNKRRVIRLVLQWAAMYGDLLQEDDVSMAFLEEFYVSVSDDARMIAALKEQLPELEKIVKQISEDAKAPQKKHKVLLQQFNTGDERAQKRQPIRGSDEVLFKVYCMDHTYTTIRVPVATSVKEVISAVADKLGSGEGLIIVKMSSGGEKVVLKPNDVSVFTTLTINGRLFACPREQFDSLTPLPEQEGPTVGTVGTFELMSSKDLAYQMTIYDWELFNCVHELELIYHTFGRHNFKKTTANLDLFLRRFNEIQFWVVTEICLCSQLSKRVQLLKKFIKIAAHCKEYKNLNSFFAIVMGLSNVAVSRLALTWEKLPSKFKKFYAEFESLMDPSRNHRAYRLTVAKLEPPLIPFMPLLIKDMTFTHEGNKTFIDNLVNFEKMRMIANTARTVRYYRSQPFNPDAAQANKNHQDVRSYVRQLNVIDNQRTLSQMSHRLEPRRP
MmCpn inh = blocks the Methanococcus maripaludis chaperonin Mm-Cpn | purified Mm-Cpn ATPase, ADP Transcreener TR-FRET | actives 0.031% (n = 330,000) | Potency, µM (doses to about 76.9 µM), for inactives: at the top dose activity, negative = inhibition, hits mostly inhibitors; further: potency means the concentration at half of the fitted maximal effect; on the % scale 0 is the no-effect control and ±100 the full control effect; nearly all actives have a fitted effect of over 80% in size
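Measured: ADP formation by purified Mm-CPN. Conditions: 25 nM protein, 10 uM ATP, Tris pH 7.4 with Mg2+, K+ and DTT, 37°C for 30 min. Detection: Transcreener HTRF after 30 min at room temperature.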
PTHR1 ag = PTHR1 (human) receptor agonism. HEK293 GP2 PTHR1 cells, GloSensor cAMP luminescence, 1 h. Potency, µM (highest dose often 115 µM), inactives show at the highest dose activation, actives largely listed as activators. actives 0.075% (n = 410,000); further: potency means the concentration at half of the fitted maximal effect; nearly all actives have a fitted effect of over 55% in size; some results filed as inactive show a strong effect at the top dose; inactives centre near -15; many of its hits are not listed in these tables
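HEK-293-derived GP2 cells expressing PTHR1 and a GloSensor cAMP reporter, 3,000/well, plated overnight, given luciferin plus IBMX (each 0.5 mM as added) for 1 h at 37 °C, then compound for 1 h at 37 °C. Luminescence was read after 15 min at room temperature.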
EPAC2 ag = agonists of human EPAC2 (RAPGEF4); Potency, µM (series often up to 154 µM), for inactives: at the highest dose activation, actives largely listed as activators; actives 0.079% (n = 360,000); Q8WZA2; AID 720711; EPAC2 activation, biochemical qHTS; response scale: 100% = 6.5 mM cAMP response; further: potency means the concentration at half of the fitted maximal effect; nearly all actives have a fitted effect of over 50% in size
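EPAC2 (100 nM) mixed with Rap1B loaded with BODIPY-GDP (250 nM) plus 50 uM unlabeled GDP; compounds pinned in, 5 min RT, then read every 5 min for 30 min (ex 480, em 540 nm). Normalized to cAMP control.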
CCT chaperon mod = modulators of cytosolic chaperonin (CCT/TRiC) activity | purified chaperonin ATPase assay, HTRF ADP detection, 30 min | activity change, % (concentration not given with the values), hits read low | actives 0.3% (n = 360,000) | AID 651819; in the data active means activity change below about -30%; further: on the % scale 0 is the no-effect control and ±100 the full control effect
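TRiC at 40 or 20 nM final (batch-dependent) in 30 mM Tris pH 7.4, 100 mM KCl, 5 mM MgCl2, 1 mM DTT, with compound at single 76 uM and 10 uM ATP, 30 min at 37 deg C. ADP detected by HTRF Transcreener, 665/615 ratio.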
DRD3 agonist = activates the human D3 dopamine receptor | P35462 | D3R DiscoveRx beta-arrestin cells, luminescence, 90 min | max activation, % | actives 0.58% (n = 410,000) | AID 652048; in the data active means max activation above about 30%; further: 0% is about no effect; mostly tested at two doses, the higher about 12 µM
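Agonist-mode cell screen: cells plated at 1500/well and incubated overnight at 37 °C, then exposed to library compounds for 90 min at 37 °C. Detection reagent was added for 30–60 min at room temperature, and luminescence was read.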
Starred values were filed as active, the others as inactive; i = inactive; ? = inconclusive; / = no result given; & = joins results of further samples; [ ] = dose if it differs, or a comment. Unless noted, the call rests on the fitted dose curve; in most records, active means well fitted curve in the direction sought with a large enough effect; inconclusive means small, poorly fitted or top-dose-only effect, or another doubt; inactive means no such curve, though single readings can be large; an effect the other way counts as inactive or inconclusive.

SMILES	Akt phos inh	D3 antag	EPAC2 antag	MmCpn inh	PTHR1 ag	EPAC2 ag	CCT chaperon mod	DRD3 agonist
CC(OC(=O)c1ccc(O)cc1)C(=O)Nc1cc(C(F)(F)F)ccc1Cl (stereo not drawn)	i	7	-22%	1%	-28%	5%	-1.3	8
CC(C)(C)OC(=O)NC1CNNC1=O (stereo not drawn)	i	5	0%	-6%	-18%	8%	2.1	9
Cc1cc(C(=O)CN2CCC(C)CC2)c(C)n1-c1ccccc1F	i	-11	0%	-1%	-23%	2%	-1.0	-4
Cc1ccc(NC(=O)C2CC(=O)Nc3nncn32)cc1 (stereo not drawn)	i	4	3%	-4%	i	5%	-1.0	-2
COc1ccccc1NC(=O)CSc1ccc2nnc(-c3ccccn3)n2n1	i	31	-5%	-1%	i	-5%	0.4	-1
CCC(=O)N1CCc2cc(S(=O)(=O)NCCC(=O)NC3CCCc4ccccc43)ccc21 (stereo not drawn)	i	12	-11%	-1%	-8%	11%	-3.5	-2
O=C(COc1ccccc1)N(Cc1nnc(-c2ccccc2Cl)o1)C1CC1	i	-24	6%	0%	-19%	12%	-1.2	-18
Cc1ccc(S(=O)(=O)N2CCN(C(=O)c3n[nH]c(=O)c4ccccc34)CC2)c(C)c1	i	-21	-4%	3%	?	15%	-3.2	-8
CCC(C)(C)n1nnnc1C(c1cc(OC)c(OC)c(OC)c1)N1CCN(c2ccccc2)CC1 (stereo not drawn)	?	-11	-2%	1%	i	4%	-0.8	1
CCOC(=O)C(CCCCCCP(=O)(c1ccccc1)c1ccccc1)NC(C)=O (stereo not drawn)	i	-18	6%	2%	i	9%	-0.4	-15
Cc1ccc(CSc2nnc(-c3cccc4ccccc34)o2)cc1	/	/	-1%	0%	i	17%	/	/
Cc1cccc(NC(=O)Cn2nnc(-c3ccc(CN4CCCC4)cc3)n2)c1C	i	-1	1%	0%	i	9%	-0.3	0
CC12CCC(=O)N1C(C(=O)N1CCN(c3ccc([N+](=O)[O-])cc3)CC1)CS2 (stereo not drawn)	i	11	12%	0%	-27%	7%	-1.3	1
Cc1sc(NC(=S)NC(=O)c2cccs2)nc1-c1ccc(CC(C)C)cc1	i	?	-6%	2%	i	7%	-1.0	28
O=C(NCC1OCCc2ccccc21)c1cc(COc2c(F)cccc2F)on1 (stereo not drawn)	i	2	-2%	3%	-17%	7%	-1.2	-8
Cc1nn(-c2nc3ccccc3s2)c(N)c1-c1ccc(Cl)cc1	i	10	-4%	2%	i	6%	0.2	2
CCOc1ccc(NC(=O)c2cc(=O)[nH]c3ccccc23)cc1	i	-11	0%	-2%	i	-1%	-1.5	5
O=C(CCN1C(=O)COc2ccccc21)NCCC1=CCCCC1	/	-110*	-2%	0%	i	6%	-0.3	-21
Cc1ccc2nc(NCCc3ccccc3)c3nncn3c2c1	i	-22	13%	1%	-21%&-3%	10%	-3.9	-6&1
Cc1ccc(Cn2nnnc2CN2CCC(c3nc4ccc(Cl)cc4[nH]3)CC2)cc1	i	0	-13%	2%	-18%	3%	-1.7	-6
CC(C)(C)C(=O)Nc1ccc(C(=O)NNC(=O)c2ccccc2)cc1	i	-5	8%	-2%	-12%	-2%	-3.4	0
CCc1ccc(/C=N/n2c(C)cc(C)c(C#N)c2=O)cc1	i	6	7%	3%	-3%	14%	-0.7	-5
COc1ccccc1NC(=O)C(=O)NCc1ccccc1Cl	i	11	1%	-6%	-69%[inhibitor]	0%	0.0	-1
CCCCC(CC)C(=O)Nc1ncc([N+](=O)[O-])s1 (stereo not drawn)	i	8	-25%	-3%	-32%[inhibitor]	3%	2.5	3
COC(=O)c1cc(S(=O)(=O)NCc2ccc(F)cc2)cn1C	i	-7	7%	-1%	-13%	8%	0.6	-2
COC(=O)C1=NNC2(c3ccc(Cl)cc3)C(=O)N(c3ccc(Cl)cc3)C(=O)C12 (stereo not drawn)	i	3	-11%	0%	i	-1%	-0.4	5
CC1CCN(C(=O)COC(=O)c2n[nH]c(=O)c3ccccc23)CC1	i	-3	2%	-4%	-13%	8%	0.7	-4
CCCCOC(=O)Nc1nc(CC(=O)OCC)cs1	i	-1	-2%[57.1 µM]	0%	16%[57.5 µM]	1%	-0.7	-2
CCOc1ccc(S(=O)(=O)NNC(=S)Nc2ccc(Br)cc2)cc1	i	-18	-6%	1%	-38%[inhibitor]	-7%	-0.3	-6
Cc1cccc(NS(=O)(=O)c2ccc(-n3cccn3)cc2)c1C	i	-2	9%	1%	-21%&-33%	-3%	0.9	2&-8
C[C@@]12C(=O)Nc3ccc(Cl)cc3C(=O)N1[C@H]1c3cc(Cl)ccc3OC[C@@H]1[C@@H]2c1ccccc1	i	0	3%	-11%	i	10%	-0.9	-11
O=C(/C=C(\O)c1ccccc1)C(=O)NNC(=O)c1ccccc1	i	-6	-4%	1%	-2%	1%	1.3	2
O=C1C(O)CCN1C1CCCCC1 (stereo not drawn)	i	0	6%	/	-3%	26%	-0.4	-12
COc1ccc(NC(=S)N2CCCC(CO)C2)c(OC)c1 (stereo not drawn)	i	4	10%	0%	i	5%	0.7	7
Cc1ccc(-c2nnc(NC(=O)Cc3ccc(F)cc3)o2)c(C)c1	i	-23	2%	-3%	-7%	5%	-2.4	-15
Cc1nnc(SCC(=O)Nc2ccccc2F)n1-c1ccc(F)cc1	i	-4	7%	-2%	-21%	1%	2.1	-11
Cc1nc2ccccc2c(=O)n1-c1ccc(NS(=O)(=O)c2ccc(F)cc2)cc1	i	2	4%	-2%	-16%	3%	-0.8	4
CC(c1cccs1)N(Cc1ccco1)C(=O)Nc1ccc(Cl)c(Cl)c1 (stereo not drawn)	i	14	-5%	-1%	i	10%	0.1	-17
COc1ccc(NC(=O)c2ccccc2OCc2ccc(F)cc2)c(OC)c1	i	8	-14%	-13%	i	5%	2.0	5
O=S(=O)(c1ccc(Br)cc1F)N1CCCCC1CCO (stereo not drawn)	i	-12	10%	/	i	1%	-0.8	-2
NS(=O)(=O)c1ccc(CNC(=O)c2ccccn2)cc1	i	7	9%	0%	-5%	2%	-0.8	-13
Nc1c(-c2ccccc2)c(CN2CCOCC2)nn1-c1ccc(F)cc1	i	0	4%	2%	-16%	-7%	0.8	2
CCN(CC)S(=O)(=O)c1cccc(C(=O)NCC(=O)OCC(=O)NCc2ccccc2)c1	i	14	5%	-3%	-21%	-9%	-0.4	0
CCCCCCCCN1C(=O)[C@H](CC(=O)NCCCC)C[C@@]2(C(=O)OC)CCCCC=C12	i	17	-15%	/	-17%	2%	-1.5	0
CNCCCC1Sc2ccccc2Oc2ccccc21 (stereo not drawn)	i	-74*	-2%	2%	i	-6%	-0.7	2
COc1cccc(NC(=O)Nc2cc(C)ccc2F)c1	i	1	-3%	-2%	i	5%	-0.1	5
Cc1ccccc1-n1c(-c2cccnc2)n[nH]c1=S	i	-9	5%	/	-3%[57.5 µM]	-5%	0.5	9
O=C(CSc1ncn[nH]1)Nc1ccc2c(c1)OCCO2	/	12	4%	0%	i	1%	0.1	2
CCOc1ccc(N(CC(=O)N2CCc3ccccc32)S(=O)(=O)c2c(C)noc2C)cc1	i	-17	11%	2%	-19%	4%	-1.8	3
O=C(C1CCN(Cc2cccs2)CC1)N1CCN(Cc2ccc3c(c2)OCO3)CC1	i	-10	-5%	0%	-4%	5%	-1.0	-11
COc1ccc2[nH]c(=O)c(C(c3nnnn3C3CCCCC3)N3CCN(C)CC3)cc2c1 (stereo not drawn)	i	-19	17%	-1%	-5%[57.5 µM]	-1%	0.5	0
COc1cccc(NC(=O)CSc2nnc(-c3cc(-c4ccccn4)nc4ccccc34)o2)c1	i	26	8%	2%	-1%	3%	-3.0	2
COCC(C)n1c(SCc2cc(=O)n3cc(C)ccc3n2)nc2ccccc2c1=O (stereo not drawn)	i	6	-4%	0%	-4%	2%	-1.2	1
O=C(CCc1ccccc1)Nc1ccccc1OC(=O)c1ccccc1	i	1	-20%	/	i	13%	-1.6	4
C[C@@H]1CN([C@H](C)CO)C(=O)CCCn2nncc2CO[C@H]1CN(C)CC1CC1	i	0	4%	/	-11%	3%	-2.4	-8
COc1nc(Nc2cccc(C(F)(F)F)c2)nc(OC)n1	i	2	2%	0%	-8%	-16%	0.2	-7
Cc1cc(C)cc(-n2ncc3c2CCCC3NC(=O)c2cc(C)oc2C)c1 (stereo not drawn)	i	9	-8%	1%	-11%	-9%	1.1	18
CC(C)c1ccccc1NC(=S)N(C)C	i	0	-1%	2%	-13%	10%	-3.3	-8
COc1ccc(-c2cc(-c3ccc(N)cc3)nc(N)c2C#N)cc1OC	i	24	-4%	-5%	-5%	11%	0.6	15
CCOc1ccc(-c2nnc3n2N=C(c2ccc(OC)cc2)CS3)cc1	i	-19	-1%	-3%	i	-8%	-0.7	0

Complete entries, quoted from the list. Values in the order: Akt phos inh | D3 antag | EPAC2 antag | MmCpn inh | PTHR1 ag | EPAC2 ag | CCT chaperon mod | DRD3 agonist
`CCOc1ccc(N(CC(=O)N2CCc3ccccc32)S(=O)(=O)c2c(C)noc2C)cc1` in the list: i | -17 | 11% | 2% | -19% | 4% | -1.8 | 3
`COCC(C)n1c(SCc2cc(=O)n3cc(C)ccc3n2)nc2ccccc2c1=O` (stereo not drawn) in the list: i | 6 | -4% | 0% | -4% | 2% | -1.2 | 1

Further entries
SMILES	Akt phos inh	D3 antag	EPAC2 antag	MmCpn inh	PTHR1 ag	EPAC2 ag	CCT chaperon mod	DRD3 agonist
COc1ccc(NC(=O)C(F)(F)F)cc1OC	i	0	-1%	-1%	-4%	-18%	-2.2	-1
CCOc1ccc(N2CC(C(=O)N3CCN(c4ccccn4)CC3)CC2=O)cc1 (stereo not drawn)	i	12	-19%	2%	i	6%	0.2	4
CNC(=S)N1N=C(c2ccc(Br)cc2)CC1c1ccc(N(C)C)cc1 (stereo not drawn)	i	-25	1%	?	-4%	0%	0.4	-21
O=c1[nH]c(C2CCN(S(=O)(=O)c3ccc(C(F)(F)F)cc3)CC2)nc2c1nnn2Cc1ccccc1	i	-10	-25%	1%	-1%	8%	-0.8	-8
CNC(=O)CC1C(=O)N(C)C(=S)N1NC(=O)c1ccc(Cl)cc1 (stereo not drawn)	i	?	21%	0%	i	9%	-1.5	-14

These rows are one share of the data, so the mix of outcomes need not match the whole.
